From PubChem BioAssay
HCMV antiviral: inhibitors of human cytomegalovirus. AID 1259415. HFF cells, HCMV-luciferase reporter, 72 h; active compounds read low. activity change, negative = inhibition, % at 57.5 µM. actives 4.5% (n = 410,000); in the data active = activity change below about -60%; inconclusive = no clear call, values can overlap the other calls; inactive = above about -39%
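Compounds were evaluated in HFFs infected with an HCMV luciferase reporter virus (MOI 1 PFU/cell). Luciferase in lysates collected 72 h post infection served as the replication measure.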
HCV inhibitor: HCV inhibition; Huh7.5.1 HCVcc-Cre infection, luciferase reporter, 44 h; actives 3.4% (n = 340,000); Potency, µM (doses to about 41.8 µM), inactives show top-dose activity change, negative = inhibition, hits mostly inhibitors; also: potency is read from the fitted curve at half-maximal effect
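Luciferase read-out (15 sec integration) after a 15 min room-temperature substrate step quantifies HCVcc-Cre infection. Cells, 1,000 per well, had compound added 4 h post-plating, then virus at ~0.5 moi, and were cultured 44 h.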
AmpC inh detg: inhibitors of E. coli AmpC beta-lactamase with detergent; P00811; AmpC hydrolysis of nitrocefin, absorbance 480 nm, 0.01% Triton; Potency, µM (titrated, usually from 114 µM), without a hit: top-dose activity change, negative = inhibition, hits mostly inhibitors; actives 0.041% (n = 370,000);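 also: potency is read from the fitted curve at half-maximal effect; 0% = no-compound wells and -100% = no-enzyme wells; nearly all actives have a fitted effect of over 25% in size; some results filed as inactive show a strong effect at the top dose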
Target sequence (P00811 whole entry, looked up): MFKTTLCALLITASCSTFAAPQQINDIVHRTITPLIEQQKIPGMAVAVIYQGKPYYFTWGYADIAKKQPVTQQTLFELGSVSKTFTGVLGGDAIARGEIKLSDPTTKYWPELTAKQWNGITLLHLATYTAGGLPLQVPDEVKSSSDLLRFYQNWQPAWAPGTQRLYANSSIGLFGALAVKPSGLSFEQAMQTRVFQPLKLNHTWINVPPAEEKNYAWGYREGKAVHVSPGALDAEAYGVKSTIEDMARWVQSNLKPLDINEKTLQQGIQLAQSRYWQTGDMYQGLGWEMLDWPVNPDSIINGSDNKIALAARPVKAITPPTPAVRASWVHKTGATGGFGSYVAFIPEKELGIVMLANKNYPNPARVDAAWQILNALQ
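AmpC (5.3 nM in the dispensed reagent) in 20 mM phosphate pH 7.0 with 0.01% (detergent screen) or 0.0001% Triton X-100 was preincubated with compounds for 15 min at room temperature. Nitrocefin was then added from an 800 uM solution, and hydrolysis was followed at 480 nm.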
AmpC no deterg: inhibitors of E. coli AmpC beta-lactamase without detergent. AmpC nitrocefin hydrolysis, absorbance 480 nm, 0.0001% Triton. Potency, µM (doses to about 57.1 µM), for inactives: top-dose activity change, negative = inhibition, usual class: inhibitors. P00811. actives 0.52% (n = 330,000);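 also: potency is read from the fitted curve at half-maximal effect; plate controls were no compound for no effect and no enzyme for full effect; nearly all actives have a fitted effect of over 20% in size; some results filed as inactive show a strong effect at the top dose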
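20 mM phosphate pH 7.0 + 0.01% (detergent screen) or 0.0001% Triton X-100; 5.3 nM AmpC reagent; cpd preinc 15 min RT; nitrocefin (800 uM stock) to start; A480 q20 s × 4 min; Activity was normalised to no-enzyme and no-compound control wells.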
AMA1 RON2 block: AMA1-RON2 (P. falciparum) interaction inhibition; AlphaScreen AMA1-biotinylated RON2 peptide binding; Potency, µM (top dose mostly 58.2 µM), for the others: at the top dose activity change, negative = inhibition, hits mostly inhibitors; actives 0.2% (n = 360,000);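 also: potency is read from the fitted curve at half-maximal effect; 0% = vehicle wells and -100% = peptide control; nearly all actives have a fitted effect of over 45% in size; some results filed as inactive show a strong effect at the top dose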
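AMA1 (3D7) with his tag at 25 nM final met compounds first, then biotinylated RON2 peptide at 25 nM; detection used donor plus acceptor beads, 10 µg/mL apiece, read by AlphaScreen after 30 min at room temperature.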
LmPK inhibitor: LmPK (Leishmania mexicana) enzyme inhibition; AID 1721; Q27686; Potency, µM (series often up to 57.5 µM), inactives show at the highest dose activity change, negative = inhibition, hits mostly inhibitors; purified LmPK, Kinase-Glo ATP luminescence, 1 h; actives 0.37% (n = 290,000); also: potency is read from the fitted curve at half-maximal effect
Target sequence (Q27686 whole entry, looked up): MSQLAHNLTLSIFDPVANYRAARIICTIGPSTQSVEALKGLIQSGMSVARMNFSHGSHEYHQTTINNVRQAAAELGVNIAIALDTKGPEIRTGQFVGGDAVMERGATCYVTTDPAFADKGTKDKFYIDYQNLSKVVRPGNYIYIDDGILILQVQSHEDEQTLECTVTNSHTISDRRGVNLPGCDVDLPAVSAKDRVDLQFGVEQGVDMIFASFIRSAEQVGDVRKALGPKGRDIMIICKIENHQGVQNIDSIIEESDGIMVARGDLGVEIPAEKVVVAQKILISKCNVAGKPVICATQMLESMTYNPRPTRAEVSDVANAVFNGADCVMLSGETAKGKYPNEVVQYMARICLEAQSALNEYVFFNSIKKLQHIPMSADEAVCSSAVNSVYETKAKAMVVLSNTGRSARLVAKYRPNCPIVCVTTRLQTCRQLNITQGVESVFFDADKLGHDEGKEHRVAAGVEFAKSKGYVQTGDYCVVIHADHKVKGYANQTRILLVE
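Kinase-Glo luminescence read after 1 h RT reaction of 0.1 nM LmPK with 0.5 mM PEP and 0.1 mM ADP. Activity scaled between uninhibited and enzyme-free controls.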
TbPYK inhibitor: T. brucei pyruvate kinase inhibition; Q57TT1; TbPYK enzyme, Kinase-Glo Plus ATP luminescence, 45 min; Potency, µM (highest dose often 76.8 µM), inactives show top-dose activity, negative = inhibition, actives largely listed as inhibitors; actives 0.12% (n = 410,000); also: potency is read from the fitted curve at half-maximal effect; nearly all actives have a fitted effect of over 50% in size
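ADP (130 uM final) triggers the TbPYK reaction after compound addition; incubation is 45 min at room temperature. Kinase-Glo Plus is then added and luminescence imaged. Normalized data are fitted to concentration-effect curves.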
Starred values were filed as active, the others as inactive; ? = inconclusive; · = no result given; & = joins results of further samples; [ ] = remark or other dose. Unless noted, calls follow the shape of the dose curve; as a rule, active = well fitted curve in the direction sought with a large enough effect; inconclusive = small, poorly fitted or top-dose-only effect, or another doubt; inactive = no such curve, though single readings can be large; an effect the other way counts as inactive or inconclusive. Unless noted, % is scaled to controls: 0 for no effect and ±100 for the full control effect.

No. | Molecule | HCMV antiviral | HCV inhibitor | AmpC inh detg | AmpC no deterg | AMA1 RON2 block | LmPK inhibitor | TbPYK inhibitor
1 | O=C(CSc1nnc(Cc2cccs2)n1Cc1ccco1)Nc1cc(Cl)cc(Cl)c1 | 35 | ? | -2% | -31% | -5% | 2% | 3%
2 | CC(=O)Nc1sc(C)c(C)c1C(=O)OCC(=O)NC(C)c1ccccc1 (stereo unspecified) | -2 | ? | 0% | 8% | 0% | · | -7%
3 | C#CCNC(=O)C1=C[C@H](c2csc3ccccc23)C[C@H](OCc2ccc(CO)cc2)O1 | -21 | ? | 0% | 63%[activator] | 0% | 0% | -2%
4 | C[C@H](NC(=O)c1ccccc1Cl)C(=O)OCC(=O)N1CC2(C)CC1CC(C)(C)C2 (stereo partly specified) | -13 | 9% | -7% | 9% | -12% | -3% | 6%
5 | COc1ccc(Cl)cc1-c1nc(SCC(=O)NC(C)(C)C)n[nH]1 | -15 | -2% | 2% | -3% | 1% | 12% | 0%
6 | CC(C)NC(=O)CN(c1cccc([N+](=O)[O-])c1)S(=O)(=O)c1ccccc1 | -4 | 7% | 10% | 12% | -9% | -1% | -2%
7 | O=C(Nc1ccc(Cl)c(NC(=O)c2cccs2)c1)c1ccco1 | 41 | -28% | 9% | -22% | 24% | 1% | -3%
8 | CC(C)NC(=O)C1CCN(C(=O)N2CC(C)Oc3ccccc32)CC1 (stereo unspecified) | 10 | · | 15% | · | · | · | 1%
9 | COc1cccc(C(=O)Nc2ccc3c(c2)C(=O)N(CCC(=O)O)C3=O)c1 | -12 | 12% | ? | -33% | -1% | -10% | -19%
10 | O=C(Cn1nnc(-c2ccccc2)n1)Nc1cccc(S(=O)(=O)N2CCOCC2)c1 | -16 | -13% | 0% | 18µM* | 1% | · | 1%
11 | Cn1nnnc1SCc1csc(Nc2ccccc2)n1 | 50 | -13% | -4% | -34% | -5% | 6% | 1%
12 | NNC(=O)[C@H](Cc1ccccc1)NC(=O)NCCc1ccccc1 | 28 | 3% | 6% | -27% | 69%[activator] | 1% | -5%
13 | CCOc1ccc(N(CC(=O)NCC2CCCO2)S(=O)(=O)c2ccc(Cl)cc2)cc1 (stereo unspecified) | 1 | 2% | 0% | 11% | -3% | 5% | 7%
14 | Cc1ccccc1CCNC(=O)c1ccc(NC(=O)N2CC(C)Sc3ccccc32)cc1 (stereo unspecified) | 56 | · | -1% | · | · | · | -5%
15 | Cc1ccc(Cl)cc1N1CCN(c2ncnc3c2nc2n3CCCCC2)CC1 | -28 | · | -2% | · | · | · | -1%

(next part)
No. | Molecule | HCMV antiviral | HCV inhibitor | AmpC inh detg | AmpC no deterg | AMA1 RON2 block | LmPK inhibitor | TbPYK inhibitor
16 | CCOC(=O)/C(C#N)=C/Nc1ccccc1NS(=O)(=O)c1ccc2c(c1)OCCO2 | 4 | 0% | -2% | -12% | 75%[activator] | · | -5%
17 | CCOc1ccc(Nc2oc(-c3ccc(COc4ccccc4C)o3)nc2C#N)cc1 | -71* | · | 11% | · | · | · | 5%
18 | CCc1nc(SCc2cccnc2)[nH]c(=O)c1C | 94 | 2% | -3% | -16% | -15% | 4% | 2%
19 | CCCC(C(=O)Nc1ccc(S(=O)(=O)Nc2nccs2)cc1)c1ccccc1 (stereo unspecified) | 12 | 2% | -13% | -25% | -20% | · | 3%
20 | Cc1cc(S(=O)(=O)N(Cc2ccc(C(C)(C)C)cc2)Cc2cccs2)ccc1-n1cnnn1 | 6 | -18% | -2% | 1% | 5% | -1% | 15%
21 | CCOC(=O)CCCCC(=O)c1[nH]c(=O)[nH]c1CSc1nc2ccccc2[nH]1 | 71 | 25% | -6% | -10% | 4% | 2% | -8%
22 | O=C(/C=C/c1ccc([N+](=O)[O-])cc1)OCC(=O)N1CCOCC1 | 43 | -2% | · | -19% | 3% | · | 3%
23 | Cc1oc2nc(SCCCC(=O)NCCO)nc(N)c2c1C | -1 | 22% | -12% | -2% | -11% | -6% | 1%
24 | CCOC(=O)c1sc2ncn(C(C)C(=O)OC)c(=O)c2c1C (stereo unspecified) | ? | 8% | ? | -6% | -9% | 3% | 3%
25 | Cc1ccc(C)c(NC(=O)CN(C)C(=O)C2COc3ccccc3O2)c1 (stereo unspecified) | 7 | 3% | 1% | -9% | 2% | · | -1%
26 | O=C(Cn1c(=O)oc2cc(S(=O)(=O)NCc3ccccc3)ccc21)N1CCCC1 | -12 | 13% | 8% | -6% | -7% | 4% | 3%
27 | CC1CCCCN1C(=O)CSc1nnc(CSc2ncccn2)n1C (stereo unspecified) | -2 | 15% | -6% | -18% | -1% | -3% | 0%
28 | CCCCNC(=O)Nc1ccc2c(c1)N(C)C(=O)c1ccccc1S2 | 1&-37 | -16% | 4%&9% | -40% | -2% | -8% | 0%&5%
29 | CCCCCn1c(=O)[nH]c2cc(C(=O)NCCCN3CCCCC3C)ccc2c1=O (stereo unspecified) | -20 | ? | -13% | 20% | 7% | 7% | -8%
30 | O=C(NCCc1csc(-c2ccc(F)cc2)n1)C(=O)Nc1ccc(Cl)cc1 | -10 | · | 18% | · | · | · | -3%

(further entries)
No. | Molecule | HCMV antiviral | HCV inhibitor | AmpC inh detg | AmpC no deterg | AMA1 RON2 block | LmPK inhibitor | TbPYK inhibitor
31 | C=C1C2(C(=O)Nc3nccs3)CCC(C2)C1(C)C (stereo unspecified) | -22 | 1% | -6% | -4% | -1% | -3% | 7%
32 | O=C(CSc1nc(O)cc(=O)n1-c1ccccc1)Nc1ccc(Br)cn1 | -6 | 3% | -2% | -37% | 39%[activator] | 0% | -6%
33 | CCSc1nc2sc3c(c2c(=O)n1-c1ccccc1C)CCN(C)C3 | -8 | ? | -11% | 35% | -5% | 10% | 2%
34 | CCc1ccc(OC2(C)CCN(CCOc3ccc(C)cc3)C2)cc1 (stereo unspecified) | -3 | · | · | · | -11% | · | -5%
35 | CCOCCCNC(=O)Cn1nc(CC)n2c(cc3c(OC)cccc32)c1=O | 18 | · | -11% | · | · | · | 7%
36 | CCCOC(=O)c1c(NC(=O)c2cnn3c2NC(c2ccccc2)CC3C(F)(F)F)sc2c1CCCC2 (stereo unspecified) | -29 | -2% | -2% | -36% | 23% | 3% | -11%
37 | O=C(c1ccccc1)c1ccc(OCC(O)CN2CCN(S(=O)(=O)N3CCCCC3)CC2)cc1 (stereo unspecified) | -67* | ? | ? | 113%[activator] | -7% | 5% | ?
38 | Cc1cc2nc(NC3=NCN(CCN4CCOCC4)CN3)nc(C)c2cc1C | · | · | -3% | -14% | · | -4% | ·
39 | CC(=O)NCCc1c(C)n(Cc2ccccc2)c2ccccc12 | -3 | -16% | 5% | 98%[activator] | -7% | 5% | -4%
40 | CCS(=O)(=O)c1ncc(Cl)c(C(=O)Nc2ccccc2)n1 | -103* | · | -6% | · | · | · | 6%
41 | COc1ccc(NC(=O)CSc2nnc(NC(=O)CN3CCOCC3)s2)cc1 | -28 | 3% | -8% | -10% | 35%[activator] | 4% | -14%
42 | COc1cc(/C=C2\SC(=S)N(NC(=O)c3ccccc3O)C2=O)ccc1O | 5 | -15% | 2% | -35% | 30%[activator] | -4% | -1%
43 | Cc1ccc(C)c(NC(=O)NNC(=O)CCc2ccccc2)c1 | -2 | 12% | -10% | -18% | 120%[activator] | 1% | 2%
44 | CCN(CC)C(=O)Cn1cnc2c1c(=O)n(C)c(=O)n2C | 36 | 13% | 6% | -12% | -8% | 4% | 1%
45 | O=c1ccn(-c2cccc(C(F)(F)F)c2)nc1-c1ccn(-c2ccccc2F)n1 | -39 | -6% | -2% | 121%[activator] | -13% | 8% | -7%

Ordered by SMILES length (rising): some entries from above
No. | Molecule | HCMV antiviral | HCV inhibitor | AmpC inh detg | AmpC no deterg | AMA1 RON2 block | LmPK inhibitor | TbPYK inhibitor
31 | C=C1C2(C(=O)Nc3nccs3)CCC(C2)C1(C)C (stereo unspecified) | -22 | 1% | -6% | -4% | -1% | -3% | 7%
39 | CC(=O)NCCc1c(C)n(Cc2ccccc2)c2ccccc12 | -3 | -16% | 5% | 98%[activator] | -7% | 5% | -4%
43 | Cc1ccc(C)c(NC(=O)NNC(=O)CCc2ccccc2)c1 | -2 | 12% | -10% | -18% | 120%[activator] | 1% | 2%
44 | CCN(CC)C(=O)Cn1cnc2c1c(=O)n(C)c(=O)n2C | 36 | 13% | 6% | -12% | -8% | 4% | 1%
34 | CCc1ccc(OC2(C)CCN(CCOc3ccc(C)cc3)C2)cc1 (stereo unspecified) | -3 | · | · | · | -11% | · | -5%
33 | CCSc1nc2sc3c(c2c(=O)n1-c1ccccc1C)CCN(C)C3 | -8 | ? | -11% | 35% | -5% | 10% | 2%
38 | Cc1cc2nc(NC3=NCN(CCN4CCOCC4)CN3)nc(C)c2cc1C | · | · | -3% | -14% | · | -4% | ·
35 | CCOCCCNC(=O)Cn1nc(CC)n2c(cc3c(OC)cccc32)c1=O | 18 | · | -11% | · | · | · | 7%
42 | COc1cc(/C=C2\SC(=S)N(NC(=O)c3ccccc3O)C2=O)ccc1O | 5 | -15% | 2% | -35% | 30%[activator] | -4% | -1%
29 | CCCCCn1c(=O)[nH]c2cc(C(=O)NCCCN3CCCCC3C)ccc2c1=O (stereo unspecified) | -20 | ? | -13% | 20% | 7% | 7% | -8%
45 | O=c1ccn(-c2cccc(C(F)(F)F)c2)nc1-c1ccn(-c2ccccc2F)n1 | -39 | -6% | -2% | 121%[activator] | -13% | 8% | -7%
37 | O=C(c1ccccc1)c1ccc(OCC(O)CN2CCN(S(=O)(=O)N3CCCCC3)CC2)cc1 (stereo unspecified) | -67* | ? | ? | 113%[activator] | -7% | 5% | ?
36 | CCCOC(=O)c1c(NC(=O)c2cnn3c2NC(c2ccccc2)CC3C(F)(F)F)sc2c1CCCC2 (stereo unspecified) | -29 | -2% | -2% | -36% | 23% | 3% | -11%

(further entries)
No. | Molecule | HCMV antiviral | HCV inhibitor | AmpC inh detg | AmpC no deterg | AMA1 RON2 block | LmPK inhibitor | TbPYK inhibitor
46 | O=c1[nH]c(SCc2ccccc2Cl)nc2c1CCCC2 | 23 | 13% | -9% | -22% | -6% | -6% | -1%
47 | COc1ccc(C(=O)N/N=C/c2cc3ccccc3[nH]c2=S)cc1 | 30 | -8% | 0% | -17% | 35%[activator] | 12% | ?
48 | Cc1ccc(S(=O)(=O)N2CCOCC2)cc1NC(=O)CNCc1cccnc1 | -6 | 4% | -1% | 2% | ? | -7% | 1%
49 | Cc1ccc(OC(=O)c2snnc2C)cc1C | 3 | · | 22% | · | · | · | -3%
50 | CCC(C)NC(=O)c1ccccc1NC(=O)c1ccc(CSc2ccc(C)cc2)cc1 (stereo unspecified) | 32 | 3% | -14% | -30% | -4% | 1% | 1%
51 | COc1ccc(-c2nnn3c2nc(N2CCCC(C)C2)c2ccccc23)cc1 (stereo unspecified) | 22 | · | -5% | · | · | · | 2%
